NCI-60 one-dose screen, 48 h, at 10 µM unless noted. Numbers give growth in % (100 = growth as untreated, 0 = no growth, -100 = all killed).
CCRF-CEM: CCRF-CEM leukemia; hit rate 7% among 77,000
HOP-92: HOP-92 NSCLC cells; hit rate 6.3% among 71,000; AID 1794738
MOLT-4: MOLT-4 leukemia cells | hit rate 6.9% among 80,000 | AID 1794779
SR: SR leukemia cells. hit rate 8.7% among 73,000. AID 1794780
A549/ATCC: A549/ATCC NSCLC | hit rate 3.7% among 81,000 | AID 1794740
EKVX: EKVX NSCLC; hit rate 3% among 71,000
HOP-62: HOP-62 NSCLC; hit rate 3.9% among 80,000
RPMI-8226: RPMI-8226 leukemia cells; hit rate 7.5% among 77,000
Active calls of the source: *; x = no result given; & = joins results of further samples. The calls were made as follows: active = growth percent below 10; inactive = the rest. The list is partial. The share of hits here may be higher or lower than overall.

| structure | CCRF-CEM | HOP-92 | MOLT-4 | SR | A549/ATCC | EKVX | HOP-62 | RPMI-8226 |
| --- | --- | --- | --- | --- | --- | --- | --- | --- |
| C[C@]12CC[C@H]3[C@@H](C[C@@H]4SC(Nc5ccccc5)=N[C@@]45CC(O)CC[C@]35C)[C@@H]1CCC2O (stereo partly drawn) | 0.7* | 104 | 6.8* | 8.1* | 57 | 73 | 34 | -32* |
| OC1CN2CCC[C@@H](O)[C@@H]2C1O (stereo partly drawn) | x | 83 | 92 | x | 100 | x | 90 | 93 |
| CC1(C)CN1P(=O)(N1CC1(C)C)N1CC1(C)C (stereo not drawn) | 106 | 103 | 97 | 91 | 91 | 124 | 102 | 105 |
| CC(=O)O[C@H]1CC[C@H]2[C@@H]3CC=C4c5sc(-c6cccc(Cl)c6)nc5CC[C@]4(C)[C@H]3CC[C@]12C | 101 | 105 | 108 | 109 | 111 | 99 | 107 | 109 |
| Cc1ccccc1-c1nc2c(s1)C1=CC[C@@H]3[C@H](CC[C@]4(C)C(=O)CC[C@@H]34)[C@@]1(C)CC2 | 101 | 107 | 95 | 94 | 97 | 92 | 101 | 101 |
| CC(=O)N1N=C(c2ccc(Br)cc2)CC1c1sc(N(CCCl)CCCl)nc1Cl (stereo not drawn) | 92 | x | 70 | 84 | 79 | 82 | 89 | x |
| CC(=O)Cc1ccc2c(c1)OCO2 | 108 | 110 | 121 | 122 | 96 | 109 | 102 | 113 |
| O=[N+]([O-])c1ccc(CI)cc1 | 21 | x | 15 | 34 | 101 | x | x | 53 |
| NNC(=O)c1ccc(Cl)cc1 | 104 | 71 | 100 | 102 | 103 | 110 | 107 | 102 |
| CC(C)(C)NCCCN1CC1(C)C (stereo not drawn) | 101 | x | 102 | 98 | 105 | 97 | 106 | 110 |
| [O-][n+]1ccn(O)c1CCl | 112 | 114 | 107 | x | 109 | 98 | 102 | 110 |
| CC(C)c1ccc(C(=O)CN2CCOCC2)c(C(C)C)c1 | x | 86 | 104 | 102 | 102 | 101 | 99 | 117 |
| O=P(O/C(=C\c1ccccc1)c1ccccc1)(c1ccccc1)c1ccccc1 | x | x | 76 | 59 | 75 | x | x | 57 |
| CCC1(NS(=O)(=O)c2ccc(N)cc2)C(=O)N(C)C(=O)N(C)C1=O | 94 | x | 98 | 98 | 101 | 122 | 105 | 102 |
| CC12CCC3C(C/C(=N\OC(=O)c4ccc(N(CCCl)CCCl)cc4)C4=CC(=O)CCC43C)C1CCC2=O (stereo not drawn) | x | 64 | 35 | 61 | 58 | 37 | 93 | 51 |
| CC1=CC23C(COC(=O)C24CO4)C(C(=O)O)=CC3C1C (stereo not drawn) (tested in a mixture with another compound) | 84 | x | 292 | 125 | 99 | 105 | 96 | 84 |
| C[C@H]1[C@@H](Oc2ccc(-c3cn(-c4ccnc5cc(Cl)ccc45)nn3)cc2)O[C@@H]2OC3(C)CC[C@H]4[C@H](C)CC[C@@H]1[C@@]24OO3 | 39 | 29 | 18 | 12 | 35 | 30 | 46 | 23 |
| CC1(C)C(=O)C2(I)CCC1C2 (stereo not drawn) | 90 | 88 | 102 | 103 | 100 | x | 107 | 99 |
| CC[C@@]12CC(C(=O)OC)=C3Nc4cc5c(cc4[C@@]34CCN(C[C@H]3O[C@H]31)[C@@H]24)[C@@H]1[C@H](O5)[C@@H](O)[C@@]2(CC)CC(C(=O)OC)=C3Nc4cc(OC)ccc4[C@@]34CCN1[C@@H]24 | 15 | 21 | -4.2* | -16* | 26 | 31 | 22 | 0.7* |
| CC12CCC3C(CCC4CC(O)CCC43C)C1CC(CO)C2=O (stereo not drawn) | x | 87 | 90 | 91 | 95 | x | 106 | 92 |
| CC(C)NC(C)Cc1ccc(O)c(O)c1 (stereo not drawn) | 96 | 65 | 96 | 96 | 91 | 108 | 106 | 87 |
| Oc1ccccc1CNCCc1ccccc1 | 106 | 89 | 100 | 97 | 104 | 103 | 95 | 113 |
| Clc1ccc(CSC(Cn2ccnc2)c2ccc(Cl)cc2Cl)cc1 (stereo not drawn) | 20 | -4.6* | 1.9* | 3.0* | 28 | 32 | 53 | 30 |
| C/C(=C\c1cc(C(F)(F)F)n(-c2ccc(N)cc2)n1)[C@@H]1C[C@@H]2O[C@]2(C)CCC[C@H](C)[C@H](O)[C@@H](C)C(=O)C(C)(C)[C@@H](O)CC(=O)O1 | 13 | 38 | 4.3* | -16* | 1.7* | 32 | 19 | 3.8* |
| NC(=O)c1cc([N+](=O)[O-])c(Cl)c([N+](=O)[O-])c1 | -32* | 14 | -13* | -3.5* | 98 | 98 | 105 | -10* |
| CCOc1cc(/C=N\Nc2nnc(C)n2N)c(C)cc1N(CCCl)CCCl | 4.4* | -17* | -9.4* | -13* | 14 | x | 23 | -38* |
| COC(=O)C1=C(O)c2[nH]c3ccccc3c2C2(C)CCCC1C2 (stereo not drawn) | 95 | 78 | 99 | 52 | 92 | 85 | 96 | x |
| O=P1(c2ccccc2)Nc2ccccc2N1c1ccccc1 (stereo not drawn) | 72 | x | 74 | 90 | 97 | 106 | 110 | 81 |
| COc1cc2c(cc1OC)[C@H]1C[C@H](O)CN1CC2 | 104 | 113 | 105 | 104 | 110 | 114 | 98 | 110 |
| O=C(NC(=O)c1c(F)cccc1F)Nc1cc(Cl)c(F)c(Cl)c1F | 95 | 85 | 102 | 85 | 99 | 99 | 87 | 107 |
| CCC(=O)c1ccc(Cl)cc1 | 75 | x | 94 | 93 | 102 | 108 | 95 | 105 |
| COc1ccc(C(=O)CC(c2ccc3c(c2)OCO3)c2c(O)c3ccccc3oc2=O)cc1OC (stereo not drawn) | 85&90 | 89&85 | 90&94 | 84&108 | 100&102 | x | 95&105 | 86&98 |
| CC(C)NC(Cc1ccccc1)c1ccccc1 (stereo not drawn) | 112 | 96 | 95 | 88 | 94 | 104 | 85 | 93 |
| Oc1cc(Br)c(Br)cc1O | 53 | 80 | 66 | 54 | 87 | 104 | 101 | 68 |
| CCCCCNC(Cc1ccccc1)c1ccc(O)cc1 (stereo not drawn) | 97 | 55 | 87 | 72 | 98 | 92 | 78 | 93 |
| C[C@]12CC[C@H]3[C@@H](C[C@@H]4SC(Nc5ccccc5[N+](=O)[O-])=N[C@@]45CC(=O)CC[C@]35C)[C@@H]1CCC2=O | 107 | 116 | 100 | 92 | 94 | 94 | 101 | 112 |
| c1ccc2c(c1)C1c3cccc[n+]3C2CC1n1c2ccccc2c2ccccc21 (stereo not drawn) | 97 | x | 100 | 86 | 106 | x | 110 | 91 |
| CCC1CN1P1(=O)OCC(C)([N+](=O)[O-])CO1 (stereo not drawn) | 101 | 89 | 118 | 114 | 97 | 103 | 119 | 108 |
| COC(=O)C(Cl)Cl | 106 | 88 | 117 | 101 | 103 | x | 109 | 114 |
| Cc1ccccc1NC(=O)NCCN1CC1 | 90&95 | x | 96&102 | 97&101 | 95&84 | 91&107 | 105&115 | 97&103 |
| Cc1cc2c(cc1-c1cccc(/C=C/C(=O)O)c1)C(C)(C)CCC2(C)C | 71 | 58 | 71 | 89 | 51 | 73 | 66 | 45 |
| CCOc1ccc(C=C(C#N)C#N)cc1 | 104 | 116 | 108 | 93 | 103 | 115 | 111 | 108 |
| CC(C)N(C(=O)C(Cl)Cl)C(C)C | 98 | 114 | 101 | 104 | 99 | x | 103 | x |
| COc1ccc(/C=C/C(=O)c2nc3ccccc3n2Cc2ccc(F)cc2)cc1OC | 46 | 65 | 66 | 46 | 100 | 82 | 99 | 66 |
| O=[N+]([O-])c1c(Br)sc(Br)c1[N+](=O)[O-] | -19* | 43 | -3.6* | -5.8* | 77 | 72 | 75 | 17 |
| [N-]=[N+]=Nc1ccc(C(=O)O)cc1 | 115 | x | 106 | 94 | 96 | 100 | 93 | 123 |
| CC(C)CCC[C@@H](C)[C@H]1CC[C@H]2[C@@H]3C/C(=N\OC(=O)CCCc4ccc(N(CCCl)CCCl)cc4)C4=CC(=O)CC[C@]4(C)[C@H]3CC[C@]12C | 47 | 89 | 42 | 20 | 57 | 92 | 97 | 68 |
| Nc1nc(N)nc(Cl)n1 | 111 | 68 | 106 | 95 | 101 | 101 | 100 | 100 |
| CN[C@]1(c2ccccc2Cl)CCCC[C@H]1NCCCN1CCN(C)CC1 | 100 | 79 | 99 | 111 | 99 | 92 | 94 | 97 |
| COC(=O)C1(c2cccs2)CCN(C)CC1 | 115 | 85 | 107 | 108 | 98 | 90 | 95 | 106 |
| COc1cc2c(c(OC)c1OC)-c1ccc([O-])c(=O)cc1[C@@H](NC(C)=O)CC2.COc1cc2c(c(OC)c1OC)-c1ccc([O-])c(=O)cc1[C@@H](NC(C)=O)CC2.[Cu+2] | 9.3* | 9.9* | 10 | x | 45 | 62 | 27 | 15 |
| O=C1NC(=O)C(=Cc2cn(C[C@@H](O)Cn3c4ccccc4c(=O)c4ccccc43)c3ccccc23)C(=O)N1 | 91 | 75 | 91 | 72 | 93 | 99 | 88 | 86 |
| CNC(Cc1ccccc1)c1ccc(OC)cc1 (stereo not drawn) | 97 | 80 | 97 | 106 | 97 | 95 | 100 | 95 |
| CCOC(=O)CC(SP1(=S)OCC2(CCCCC2)CO1)C(=O)OCC (stereo not drawn) | 54 | x | 77 | 89 | 107 | 105 | 92 | x |
| CCC(C)C#N (stereo not drawn) | 100 | 85 | 96 | 102 | 103 | 98 | 98 | 102 |
| O=[N+]([O-])c1ccc(Cl)c([N+](=O)[O-])c1 | 97 | 95 | 98 | 97 | 90 | 107 | 103 | 104 |
| CC(=O)OC1CCC2(C)C(=CCC3C4CC(CN5CC5)C(=O)C4(C)CCC32)C1 (stereo not drawn) | 18 | 92 | 16 | 23 | 94 | x | 121 | -17* |
| CC(=O)[C@H]1CC[C@H]2[C@@H]3CC[C@@H]4C[C@H](O)CC[C@]4(C)[C@H]3CC[C@]12C | 84 | 82 | 80 | 88 | 87 | 94 | 115 | 56 |
| COc1cccc2c1c(C(=O)C(=O)Nc1ccn[nH]1)cn2Cc1ccc(F)cc1 | 93 | 87 | 98 | x | 86 | 119 | 103 | 97 |
| NC1=NCC(c2ccccc2)O1 (stereo not drawn) | 99 | 120 | 113 | x | 106 | 108 | 116 | 100 |

5 entries drawn at random from the list so far:
| structure | CCRF-CEM | HOP-92 | MOLT-4 | SR | A549/ATCC | EKVX | HOP-62 | RPMI-8226 |
| --- | --- | --- | --- | --- | --- | --- | --- | --- |
| COc1cccc2c1c(C(=O)C(=O)Nc1ccn[nH]1)cn2Cc1ccc(F)cc1 | 93 | 87 | 98 | x | 86 | 119 | 103 | 97 |
| O=[N+]([O-])c1ccc(Cl)c([N+](=O)[O-])c1 | 97 | 95 | 98 | 97 | 90 | 107 | 103 | 104 |
| CCC(C)C#N (stereo not drawn) | 100 | 85 | 96 | 102 | 103 | 98 | 98 | 102 |
| CN[C@]1(c2ccccc2Cl)CCCC[C@H]1NCCCN1CCN(C)CC1 | 100 | 79 | 99 | 111 | 99 | 92 | 94 | 97 |
| Nc1nc(N)nc(Cl)n1 | 111 | 68 | 106 | 95 | 101 | 101 | 100 | 100 |

The main list resumes with the 3 entries that preceded the break.
| structure | CCRF-CEM | HOP-92 | MOLT-4 | SR | A549/ATCC | EKVX | HOP-62 | RPMI-8226 |
| --- | --- | --- | --- | --- | --- | --- | --- | --- |
| CC(=O)[C@H]1CC[C@H]2[C@@H]3CC[C@@H]4C[C@H](O)CC[C@]4(C)[C@H]3CC[C@]12C | 84 | 82 | 80 | 88 | 87 | 94 | 115 | 56 |
| COc1cccc2c1c(C(=O)C(=O)Nc1ccn[nH]1)cn2Cc1ccc(F)cc1 | 93 | 87 | 98 | x | 86 | 119 | 103 | 97 |
| NC1=NCC(c2ccccc2)O1 (stereo not drawn) | 99 | 120 | 113 | x | 106 | 108 | 116 | 100 |
| Nc1ccc(N)c2c1Oc1ccccc1O2 | 30 | 75 | 82 | x | 107 | 92 | 96 | 81 |
| NC(=O)Cc1ccccc1 | 51 | 102 | 98 | 88 | 101 | x | 97 | 101 |
| O=C(OC(C[N+](=O)[O-])C(Cl)(Cl)Cl)c1ccc(Cl)c(Cl)c1 (stereo not drawn) | 109 | 111 | 89 | 94 | 80 | 117 | 96 | 113 |
| C1CN1c1nc(N2CC2)nc(N2CC2)n1 | 16 | x | 11 | 6.8* | 60 | 86 | 31 | 29 |
